Compound activity: PubChem, Broad Institute
EWS-Fli inh: blocks EWS/Fli oncoprotein-driven transcription; A673 NR0B1-luciferase reporter, viability-normalised; inhibition, % at 12.6 µM; actives 0.67% (n = 350,000);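 active = mean inhibition of at least 50% after viability correction, with every replicate also passing that limit; inconclusive = mean reaches 50% but only one of two replicates passes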;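 also: firefly luciferase signal divided by Alamar Blue viability fluorescence both relative to DMSO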
FN deposition inh: fibronectin deposition inhibition; AID 743247; inhibition, % at 12.6 µM; actives 0.086% (n = 350,000); AH1F fibroblasts, Alexa488-fibronectin deposition fluorescence, overnight;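 active = mean inhibition across replicates of 30% or more, regardless of how many single replicates reach that level; inconclusive = mean under 30% yet at least half of replicates reach 30%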;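 also: positive control wells lacked labelled fibronectin entirely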
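test system = AH1F fibroblasts assembling fluorescent fibronectin matrix | quantity = 10000 AH1F cells per well | buffer or medium = DMEM plus 2% serum, read in PBS | doses = single dose, pinned | incubation = 1 h cell attachment, overnight exposure to compound and label | detection = fluorescence at 485 nm excitation, 525 nm emission | read-out basis = inhibition from reduced deposited-fibronectin fluorescence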
S100A4 MyoIIA: blocks human S100A4 binding to myosin IIA peptide. inhibition, % at 10.7 µM. AID 652163. actives 0.14% (n = 360,000). S100A4/TAMRA-MyoIIA peptide fluorescence polarization;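 active = mean inhibition of at least 70% across replicates, with every replicate also reaching that level; inconclusive = mean inhibition reaches 70% but some replicates fall short; inactive = mean inhibition below 70%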
Target sequence (P26447 whole entry, looked up): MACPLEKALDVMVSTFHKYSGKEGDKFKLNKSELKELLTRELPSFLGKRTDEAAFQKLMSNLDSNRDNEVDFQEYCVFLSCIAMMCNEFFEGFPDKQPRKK
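assay system = human S100A4 monomer with TAMRA-labelled myosin IIA peptide | also added = labelled myosin peptide probe, 5 nM | incubation = 5 min between mix addition and reading | control set = DMSO and TFP controls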
LGR2 inh: inhibitors of bursicon-induced Drosophila LGR2 receptor cAMP signaling. HEK293 LGR2, CRE-luciferase, bursicon-stimulated, 4 h. inhibition, % at 9.99 µM. actives 0.35% (n = 380,000);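 active = drop in luminescence signal, shown as inhibition above about 50% in the replicate tests, limit read from the data, passing the limit was not always enough; inconclusive = probably only some replicates passing the limit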;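 also: agonist challenge used bursicon conditioned medium at about half maximal strength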
PglD DTNB: blocks C. jejuni PglD acetyltransferase activity; AID 602405; inhibition, % at 12.5 µM; purified PglD enzyme, DTNB colorimetric CoA detection; actives 0.098% (n = 360,000); in the data active = inhibition above about 16%, passing the limit was not always enough; inconclusive = no clear call, values can overlap the other calls; also: strong numbers were not always called active
ERAP1 inh: inhibitors of human ERAP1 aminopeptidase; recombinant ERAP1, Leu-AMC fluorescence, 60 min; AID 652197; actives 0.15% (n = 340,000); inhibition, % at 10.7 µM; Q9NZ08;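 active = mean replicate inhibition of at least 30%, or all replicates individually reaching that 30% level; inactive = mean below 30% and not every replicate reaching it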;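 also: 0% = neutral control wells and 100% = L-leucinethiol positive control wells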
Target sequence (Q9NZ08 whole entry, looked up): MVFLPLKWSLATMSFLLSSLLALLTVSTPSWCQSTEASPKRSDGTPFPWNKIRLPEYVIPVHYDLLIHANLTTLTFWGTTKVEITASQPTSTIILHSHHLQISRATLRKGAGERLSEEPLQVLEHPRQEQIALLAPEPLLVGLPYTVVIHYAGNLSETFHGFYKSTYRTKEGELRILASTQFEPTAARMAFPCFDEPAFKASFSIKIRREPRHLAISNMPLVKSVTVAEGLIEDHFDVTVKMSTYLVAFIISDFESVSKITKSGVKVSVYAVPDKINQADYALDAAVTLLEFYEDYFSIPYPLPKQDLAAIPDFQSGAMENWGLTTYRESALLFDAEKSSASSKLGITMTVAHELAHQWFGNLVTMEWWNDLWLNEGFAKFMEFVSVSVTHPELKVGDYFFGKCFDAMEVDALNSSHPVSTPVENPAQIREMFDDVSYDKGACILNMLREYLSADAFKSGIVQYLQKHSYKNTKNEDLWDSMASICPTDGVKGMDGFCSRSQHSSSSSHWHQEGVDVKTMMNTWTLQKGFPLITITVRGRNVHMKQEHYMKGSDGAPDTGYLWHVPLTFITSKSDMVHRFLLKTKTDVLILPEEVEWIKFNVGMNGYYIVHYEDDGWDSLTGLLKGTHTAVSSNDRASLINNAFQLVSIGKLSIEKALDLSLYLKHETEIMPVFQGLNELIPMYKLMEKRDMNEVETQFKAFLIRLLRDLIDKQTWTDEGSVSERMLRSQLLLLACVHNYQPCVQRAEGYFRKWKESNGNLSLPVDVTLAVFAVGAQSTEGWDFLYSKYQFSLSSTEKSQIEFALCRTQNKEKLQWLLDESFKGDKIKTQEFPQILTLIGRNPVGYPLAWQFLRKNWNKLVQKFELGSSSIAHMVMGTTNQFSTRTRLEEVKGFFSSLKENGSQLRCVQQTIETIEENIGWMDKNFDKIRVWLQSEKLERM
PAX8 reporter: lowers PAX8-driven luciferase in RMG-I cells. RMG-I TPO-luciferase reporter, SteadyGlo, 24 h. inhibition, % at 12.6 µM. actives 1.2% (n = 360,000);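 active = mean replicate inhibition at least 60% with every replicate also reaching 60%; inconclusive = only one of the two criteria is met; inactive = mean below 60% and not all replicates reaching 60%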;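 also: luciferase light reporting Pax8 driven TPO promoter activity; plate controls were median of neutral control wells for no effect and mitoxantrone controls for full effect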
PGC1a acetyl inh: PGC1a acetylation modulation, inhibitor mode. U2OS PGC1a acetylation, AlphaScreen anti-acetyl-lysine; with virally co-expressed GCN5 acetyltransferase. AID 651687. actives 0.17% (n = 350,000). inhibition, % at 15.6 µM;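 active = every replicate shows inhibition of at least 40%; inconclusive = mean inhibition at least 40% but some replicate below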;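 also: 0% = neutral control wells and 100% = positive control wells; some results beyond the cut were filed as inactive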
Numbers without * were called inactive; ? = inconclusive; nt = not tested or not shown. Compounds were not picked by outcome. About 2.1% of those tested had a hit in this group.

SMILES	EWS-Fli inh	FN deposition inh	S100A4 MyoIIA	LGR2 inh	PglD DTNB	ERAP1 inh	PAX8 reporter	PGC1a acetyl inh
NCC[C@@H]1CC[C@H](NC(=O)CCN2CCCCC2)[C@H](CO)O1	-0.4	-2.9	-4.9	15.7	0.1	-1.8	-11.4	2.8
O=C(CCc1ccccc1)NN1C(=O)C2C3C=CC(C3)C2C1=O (stereo not given)	-2.2	3.8	-5.1	4.2	nt	-3.1	0.7	6.1
CCOC(=O)N=Nc1c(O)n(CC(=O)OC)c2ccccc12	nt	-1.9	nt	-25.2	0.9	nt	-28.5	2.6
CC1CN(C(NC(=O)c2ccccc2)C(Cl)(Cl)Cl)CC(C)O1 (stereo not given)	12.4	-8.9	1.5	nt	nt	2.9	-7.6	nt
CS(=O)(=O)c1cccc(C(=O)Nc2cccc(S(=O)(=O)N3CCCC3)c2)c1	8.7	14.3	1.8	2.7	-2.6	-5.9	13.5	-5.0
COc1cc(CNn2c(C)n[nH]c2=S)cc(Cl)c1OCC(=O)NC(C)(C)C	4.6	1.0	0.8	-68.0	1.8	-0.1	7.8	0.4
Cc1cccnc1NC(=O)CNC(=O)C1CCCCC1	-0.1	7.3	11.9	-2.2	-2.3	-1.2	-13.9	-1.5
COc1ccc(NC(=O)Nc2ccc3c(c2)CC(=O)N([C@@H](C)CO)C[C@H](C)[C@@H](CN(C)S(=O)(=O)c2ccc(Cl)cc2)O3)cc1	-10.2	-7.4	15.3	-7.1	nt	2.0	nt	-0.2
COc1ccc(NC(=O)N2CCN(CCC#N)CC2)cc1	nt	0.4	nt	nt	-0.5	nt	-16.3	1.5
C[C@H]1CN([C@@H](C)CO)C(=O)c2cccc(NS(C)(=O)=O)c2O[C@H]1CN(C)Cc1ccncc1	-2.2	nt	8.0	-16.0	-0.6	-2.1	-22.6	-34.1
COc1ccc2c3c([nH]c2c1)[C@H](CO)N(C(=O)CC1CC1)CC31CN(C(=O)CC2CC2)C1	3.2	nt	-4.0	-10.8	nt	-0.9	nt	-4.3
Cc1cc(OCCn2ccnc2)cc(C(C)C)c1	12.0	-1.7	-0.1	-17.9	1.9	0.6	15.5	nt
CCOC(=O)C1CCN(C(=O)C23CC4CC(CC(C4)C2)C3)CC1	nt	0.7	nt	nt	1.5	nt	4.3	-17.6
COc1ccccc1N(CC(=O)N1CCCC1)S(=O)(=O)c1cc([N+](=O)[O-])ccc1Cl	5.6	6.3	-2.6	-0.1	4.4	-3.8	-1.3	nt
CCOc1ccc(NC2=CC(=O)CCC2)cc1	-9.8	-1.7	-13.6	-9.3	-0.8	-2.2	10.7	8.3
CC(=O)c1cccc(NC(=O)C2CCN(C(=O)c3ccccc3Cl)CC2)c1	6.2	11.8	2.5	6.3	2.5	3.6	nt	nt
C[C@H]1CN([C@@H](C)CO)C(=O)Cc2cc(NC(=O)C3CC3)ccc2O[C@@H]1CN(C)C(=O)Nc1ccc2c(c1)OCO2	-2.5	nt	3.5	-3.6	-2.4	-0.6	-22.3	-1.3
Cc1cc(NS(=O)(=O)c2ccccc2)ccc1NS(=O)(=O)c1ccccc1	14.2	12.0	2.8	-5.0	-0.9	-5.0	9.4	-4.2
Cc1ccc(/C=N/NC(=O)c2ccco2)cc1	-71.8	-6.9	-2.1	26.8	3.7	-3.1	-142.1	14.8
CC(C)(C)n1cnc2cc(NC(=O)c3ccccc3)ccc21	-123.3	3.5	-1.2	-40.6	1.7	-0.5	-32.8	6.9
CC(C)(C)Cc1nnc(NC(=O)c2ccc3c(c2)OCO3)s1	-55.4	3.5	0.4	-36.3	-0.9	-3.1	-160.9	nt
Cn1c(SCC(=O)NCc2ccccc2)ncc(C(=O)Nc2ccccc2)c1=O	12.3	-3.3	-2.2	-8.7	1.4	-1.4	6.8	nt
Cc1cccc(Cn2ncc(Cl)c(Cl)c2=O)c1	?	nt	-7.6	99.3*	-1.9	-1.8	nt	-33.4
COc1cc(C(c2c(C)n(C)n(-c3ccccc3)c2=O)c2c(C)n(C)n(-c3ccccc3)c2=O)cc(Br)c1O	-2.6	-1.2	-1.6	-4.3	-7.8	-0.9	30.4	1.3
O=C(C[C@@H]1C=C[C@H](NC(=O)C2CCC2)[C@H](CO)O1)NCCCN1CCOCC1	-1.5	5.9	9.9	13.5	-1.3	-2.7	-0.2	-5.8
O=C(N=C1SC2CS(=O)(=O)CC2N1Cc1ccccc1)C1CC1 (stereo not given)	-1.3	1.7	-3.4	3.5	4.6	0.3	14.5	14.7
Cc1cc(N2C(=O)c3ccccc3C2=O)n(C)n1	7.3	-1.7	-29.1	12.8	nt	5.3	-9.9	-12.4
C[C@@H]1CN([C@@H](C)CO)C(=O)c2cc(NC(=O)Cc3cn(C)c4ccccc34)ccc2O[C@@H]1CN(C)Cc1ccccc1	-12.9	nt	2.1	16.4	-2.1	-0.5	-2.7	nt
COc1ccc(NC(=O)Nc2ccc3c(c2)CC(=O)N([C@@H](C)CO)C[C@H](C)[C@H](CN(C)Cc2ccc(C(F)(F)F)cc2)O3)cc1	-4.1	nt	nt	-0.8	0.7	nt	-24.6	1.3
Cc1cc(C(F)F)nn1CC(=O)NC1CCCCCC1	nt	nt	1.2	11.3	-0.8	3.2	-9.3	-1.9
COc1ccc(CC(=O)OCC(=O)NC2CCCC(C)C2C)cc1OC (stereo not given)	1.6	2.9	2.8	10.3	-4.5	1.1	12.9	-7.7
COc1ccc(CCNS(=O)(=O)c2ccc(Cl)cc2)cc1OC	3.4	7.7	0.6	5.1	4.6	-0.9	-10.1	nt
Cc1cc(C(=O)Nc2cccc([N+](=O)[O-])c2C)cs1	nt	-2.4	6.8	-24.4	-2.7	-2.6	-12.0	nt
Cc1cccc(NC(=O)c2cccc(C(=O)Nc3cccc(C)c3)c2)c1	-1.3	-2.1	-9.6	-18.9	-1.3	1.3	-14.5	-3.4
Cc1ccc(NC(=O)C2CCN(S(=O)(=O)c3cccs3)CC2)cc1	2.1	2.8	2.5	-9.4	nt	-1.0	7.4	13.6
Cc1ccc(S(=O)(=O)N(C)C[C@H]2Oc3ccc(NC(=O)NC(C)C)cc3C(=O)N([C@H](C)CO)C[C@H]2C)cc1	-0.7	-5.6	-36.7	-1.9	3.3	-3.1	-16.8	0.3

Single values from above.
Cc1ccc(NC(=O)C2CCN(S(=O)(=O)c3cccs3)CC2)cc1 in FN deposition inh → 2.8
C[C@@H]1CN([C@@H](C)CO)C(=O)c2cc(NC(=O)Cc3cn(C)c4ccccc34)ccc2O[C@@H]1CN(C)Cc1ccccc1 in ERAP1 inh → -0.5

(continued)
SMILES	EWS-Fli inh	FN deposition inh	S100A4 MyoIIA	LGR2 inh	PglD DTNB	ERAP1 inh	PAX8 reporter	PGC1a acetyl inh
CCOC(=O)/C(=C\c1ccc(N2CCC(c3ccccc3)=N2)cc1)C(C)=O	-3.0	-3.1	68.6	22.1	nt	1.6	-134.3	-3.7
COc1ccc(CN(C)C[C@@H]2OCCCC[C@H](C)Oc3ccc(NC(=O)NC4CCCCC4)cc3C(=O)N([C@H](C)CO)C[C@H]2C)cc1	6.1	1.6	-2.5	8.3	-2.1	-0.4	nt	-12.4
CCNC(=O)C[C@@H]1CC[C@H]2[C@H](COc3ccc(NC(=O)Cc4ccccc4)cc3C(=O)N2C)O1	4.7	-11.3	1.6	20.5	3.0	-1.6	14.8	7.5
CCN(CC)C(=O)CCCc1c[nH]c2ccccc12	-11.7	nt	1.4	-3.6	nt	9.7	-50.9	4.5
O=C(c1ccccn1)N1CC2(C1)[C@@H](c1ccccc1)[C@@H](CO)N2Cc1ccc(F)cc1	-6.5	-7.2	7.8	-6.4	nt	-2.8	nt	-13.0
Cn1c(=O)c2c(ncn2CC(=O)OCC(=O)NNC(=O)c2ccc(Cl)cc2)n(C)c1=O	3.7	-5.7	0.1	7.8	-7.4	4.0	-5.7	-4.8
N#C[C@@H]1[C@@H](c2ccccc2-c2ccccc2F)[C@@H](CO)N1C(=O)C1CCOCC1	-4.8	-7.5	11.0	-3.4	nt	-0.9	2.9	-2.4
Cn1c(=O)c2ccccc2n(CC(=O)Nc2ccc3c(c2)OCCO3)c1=O	20.4	-5.0	-0.7	8.3	7.0	-2.4	12.5	3.8
Cc1ccc(NC(=O)C2C3CCCCC32)cc1[N+](=O)[O-] (stereo not given)	-79.3	2.2	-2.6	nt	1.5	-2.6	-104.2	2.7
Cc1ccc(C)c(NC(=O)C(=O)NCCCN2CCOCC2)c1	-1.8	nt	29.3	8.6	nt	3.2	3.8	-6.6
CC(=O)N1Cc2cc(C(=O)NCc3cc(F)cc(F)c3)nc(-c3cccc(C4=CCCC4)c3)c2[C@H]1CCO	1.4	nt	-2.8	nt	nt	0.8	nt	-11.0
Cc1cccc(C(=O)NC2CCN(S(=O)(=O)c3ccc(F)cc3)CC2)c1	0.6	-1.1	-6.1	-5.9	-0.8	0.2	20.9	-3.2

Random excerpt: 7 compounds from above
SMILES	EWS-Fli inh	FN deposition inh	S100A4 MyoIIA	LGR2 inh	PglD DTNB	ERAP1 inh	PAX8 reporter	PGC1a acetyl inh
CCOC(=O)/C(=C\c1ccc(N2CCC(c3ccccc3)=N2)cc1)C(C)=O	-3.0	-3.1	68.6	22.1	nt	1.6	-134.3	-3.7
O=C(c1ccccn1)N1CC2(C1)[C@@H](c1ccccc1)[C@@H](CO)N2Cc1ccc(F)cc1	-6.5	-7.2	7.8	-6.4	nt	-2.8	nt	-13.0
CCN(CC)C(=O)CCCc1c[nH]c2ccccc12	-11.7	nt	1.4	-3.6	nt	9.7	-50.9	4.5
Cc1ccc(NC(=O)C2C3CCCCC32)cc1[N+](=O)[O-] (stereo not given)	-79.3	2.2	-2.6	nt	1.5	-2.6	-104.2	2.7
CC(=O)N1Cc2cc(C(=O)NCc3cc(F)cc(F)c3)nc(-c3cccc(C4=CCCC4)c3)c2[C@H]1CCO	1.4	nt	-2.8	nt	nt	0.8	nt	-11.0
Cn1c(=O)c2c(ncn2CC(=O)OCC(=O)NNC(=O)c2ccc(Cl)cc2)n(C)c1=O	3.7	-5.7	0.1	7.8	-7.4	4.0	-5.7	-4.8
N#C[C@@H]1[C@@H](c2ccccc2-c2ccccc2F)[C@@H](CO)N1C(=O)C1CCOCC1	-4.8	-7.5	11.0	-3.4	nt	-0.9	2.9	-2.4

Following part:
SMILES	EWS-Fli inh	FN deposition inh	S100A4 MyoIIA	LGR2 inh	PglD DTNB	ERAP1 inh	PAX8 reporter	PGC1a acetyl inh
COc1ccc(N2C(=O)c3ccc(NC(C)=O)cc3C2=O)cc1	nt	-3.2	nt	nt	-8.3	nt	-18.3	-22.6
CC(C)(C)NC(=O)Cn1c(Cl)nc2ccccc21	0.5	nt	-1.9	5.8	nt	0.7	10.4	nt
COc1cc(NC(=O)c2cccs2)c(OC)cc1NC(=O)Cc1ccccc1	2.4	-5.9	-1.1	6.2	5.9	1.6	28.1	nt
COC(=O)C1C2CC3c4[nH]c5cc(OC)ccc5c4CCN3CC2CC(OC(=O)CC(C)=O)C1OC (stereo not given)	-13.3	-2.3	-12.0	28.9	nt	-1.5	5.7	1.6
COc1cc(OC)cc(-c2nc(-c3cccs3)no2)c1	-79.6	0.8	-2.7	-47.4	nt	6.5	-118.9	-3.3
O=S1(=O)CC(N2CCN(CCO)CC2)CN1Cc1cn(Cc2ccccc2)nn1 (stereo not given)	-2.9	-24.1	1.1	-10.5	nt	nt	0.0	nt
CC(=O)Nc1ccc(S(=O)(=O)NCCC(=O)OCc2nnc(-c3ccccc3)o2)cc1	-0.8	-6.2	23.4	-17.0	-0.1	3.4	-13.0	nt
